Bioassay records: PubChem BioAssay, several laboratories
TRAIL sens C8 – caspase-8 TRAIL sensitization; actives 1% (n = 360,000); inhibition (viability loss, TRAIL sensitization), % at 10 µM; AID 624354; NB7+C8 cells + TRAIL, ATPlite viability luminescence;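 active = compounds causing at least 50% loss of cell viability in the single-dose screen, relative to plate controls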
LMP1 NFkB inh – Epstein-Barr LMP1 NF-kappaB reporter inhibition | inhibition, % at 12.5 µM | AID 504558 | actives 0.69% (n = 350,000) | LMP1-induced NF-kappaB luciferase reporter cells, luminescence; in the data active = inhibition above about 41%;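 also: 0% = neutral control wells and 100% = reference inhibitor control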
TLR9-MyD88 block – blocks human TLR9 binding to MyD88 | AID 504734 | inhibition, % at 4.98 µM | CHO BLA complementation TLR9-MyD88, CCF4 FRET ratio | actives 0.21% (n = 340,000);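 active = inhibition above the mean over all tested compounds plus 3 SD, cut at about 21% in these data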;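 also: 0% = DMSO only wells and 100% = clavulanate BLA inhibitor control wells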
COUP-TFII inh – blocks human COUP-TFII nuclear receptor | HEK293T NGFI-A luciferase reporter, luminescence | inhibition, % at 8.6 µM | actives 0.7% (n = 370,000) | AID 686940;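 active = inhibition above a per-plate cutoff, mean inhibition of test wells between control levels plus 3 SD, cut at about 38% in these data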;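 also: cells cotransfected with COUP-TFII expression vector driving the NGFI-A reporter; 0% = median of COUP-TF2 test wells and 100% = reporter-only cells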
Target sequence (P24468 whole entry, looked up): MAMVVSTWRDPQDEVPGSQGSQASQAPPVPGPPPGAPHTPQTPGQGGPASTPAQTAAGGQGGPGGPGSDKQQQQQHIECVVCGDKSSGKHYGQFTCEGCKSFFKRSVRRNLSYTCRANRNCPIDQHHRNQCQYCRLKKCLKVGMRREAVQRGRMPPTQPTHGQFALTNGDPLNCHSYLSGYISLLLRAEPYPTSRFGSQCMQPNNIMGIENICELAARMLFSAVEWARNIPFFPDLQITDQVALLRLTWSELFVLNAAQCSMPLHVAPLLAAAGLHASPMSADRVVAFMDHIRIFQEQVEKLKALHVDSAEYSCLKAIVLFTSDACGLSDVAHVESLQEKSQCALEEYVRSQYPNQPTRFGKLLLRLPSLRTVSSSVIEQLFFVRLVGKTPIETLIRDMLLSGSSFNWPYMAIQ
NOD2 RIPK2 PPI – inhibitors of human NOD2-RIPK2 interaction. CHO BLA complementation NOD2-RIPK2, CCF4 ratio. inhibition, % at 4.98 µM. actives 0.38% (n = 360,000); in the data active = inhibition above about 21%;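 also: 0% = vehicle only and 100% = reference blocker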
Target sequence (O43353 whole entry, looked up): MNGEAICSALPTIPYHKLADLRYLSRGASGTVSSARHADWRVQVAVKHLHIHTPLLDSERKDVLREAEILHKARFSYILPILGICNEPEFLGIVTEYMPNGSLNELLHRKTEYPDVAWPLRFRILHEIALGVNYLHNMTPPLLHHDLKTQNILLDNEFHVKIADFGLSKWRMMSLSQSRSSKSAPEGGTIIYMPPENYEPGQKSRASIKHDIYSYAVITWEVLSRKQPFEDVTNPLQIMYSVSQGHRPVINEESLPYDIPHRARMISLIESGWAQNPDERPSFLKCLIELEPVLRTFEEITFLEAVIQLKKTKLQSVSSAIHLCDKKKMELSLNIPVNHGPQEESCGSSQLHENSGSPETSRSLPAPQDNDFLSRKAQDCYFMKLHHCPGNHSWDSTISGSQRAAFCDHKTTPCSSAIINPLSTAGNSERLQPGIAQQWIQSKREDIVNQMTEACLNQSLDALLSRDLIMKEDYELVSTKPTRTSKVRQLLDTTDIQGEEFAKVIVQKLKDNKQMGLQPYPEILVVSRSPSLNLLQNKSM
TROY signal inh – inhibitors of TROY-dependent NF-kB signaling; Q293 LMP1-TROYcd NF-kB luciferase reporter, 4 h; inhibition, % at 10 µM; actives 0.98% (n = 360,000);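 active = compounds whose plate-normalised and pattern-corrected inhibition of the luciferase reporter signal at the single screening dose is 50% or more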
TWEAK Fn14 block – blocks TWEAK-Fn14 interaction in a reporter cell assay | AID 1159606 | TWEAK-stimulated Fn14 reporter cells, luciferase luminescence, 8 h | actives 2% (n = 360,000) | inhibition, % at 10 µM; in the data active = inhibition above about 50%
LRH-1 inv ag – NR5A2 inverse agonism in reporter assay. HEK293T StAR-luciferase reporter, LRH-1 transfected, 24 h. inhibition, % at 3.6 µM. actives 0.13% (n = 360,000). O00482. AID 602396;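 active = inhibition above the mean inhibition of all tested compounds plus 3 SD, cut at about 73% in these data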;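 also: 0% = DMSO wells and 100% = reporter-only cells lacking LRH-1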
SRC2 inh – human SRC2 (NCOA2) inhibition | Q15596 | actives 0.17% (n = 370,000) | HEK293 GAL4-SRC2 luciferase reporter, luminescence | inhibition, % at 9 µM | AID 651957;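 active = inhibition above the mean inhibition of all tested compounds plus 3 SD, set per campaign, cut at about 52% in these data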;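 also: 0% = DMSO treated cells and 100% = cells given Gossypol at 36 µM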
SRC1 inh – inhibitors of human steroid receptor coactivator 1 (SRC1); actives 0.12% (n = 360,000); inhibition, % at 3.6 µM; HEK293 GAL4-SRC1 luciferase reporter, luminescence; AID 588354;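 active = inhibition above the campaign mean plus 3 SD, with each screening campaign given its own cutoff, cut at about 60% in these data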;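 also: 0% = DMSO treated cells and 100% = gossypol at 36 µM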
NCOA3 inh – inhibits human SRC3 coactivator; actives 0.17% (n = 360,000); Q9Y6Q9; HEK293 GAL4-SRC3 luciferase reporter, luminescence; inhibition, % at 3.6 µM;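 active = inhibition above a per-campaign cutoff, the mean of all compounds plus 3 SD, cut at about 60% in these data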;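 also: 0% = DMSO-treated cells and 100% = gossypol-treated cells at 36 µM; higher means less SRC3-driven luciferase light from the GAL4 reporter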
Numbers without * were called inactive; nt = no result given. Not all compounds are listed. The share of hits here may be higher or lower than overall.

no.	Compound	TRAIL sens C8	LMP1 NFkB inh	TLR9-MyD88 block	COUP-TFII inh	NOD2 RIPK2 PPI	TROY signal inh
1	COc1ccc(C(=O)N[C@H](C(=O)NCCCSc2ccccc2)C(C)C)cc1	1	1	-10	3	5	-3
2	CCCCC1=CC2=C(c3ccco3)C(=O)C(C)(OC(=O)c3ccc(OC)cc3)C(=O)C2=CN1CCCN(CC)CC (stereo not drawn)	3	0	5	9	-3	-4
3	Cc1nc2ccccc2cc1C(=O)NCc1ccc(F)cc1	-4	-14	5	12	-15	6
4	O=C(CCCCC(=O)Nc1ccc(F)cc1)Nc1ccc(F)cc1	-10	3	7	4	12	9
5	CC(=O)Nc1ccc(S(=O)(=O)NC(CC(=O)O)c2ccc(C)cc2)cc1 (stereo not drawn)	-21	-2	5	11	5	-9
6	Cc1ccc(C(=O)N[C@H](C(=O)OCC(=O)NC2CCS(=O)(=O)C2)C(C)C)cc1 (stereo partly drawn)	-1	11	-1	-18	5	3
7	Cc1ccc(S(=O)(=O)NNC(=O)c2ccncc2)cc1[N+](=O)[O-]	-29	-5	-5	5	2	-3
8	O=C(NNC(=S)Nc1cccc(C(F)(F)F)c1)c1cccc(Cl)c1	14	7	8	13	4	36

no.	TWEAK Fn14 block	LRH-1 inv ag	SRC2 inh	SRC1 inh	NCOA3 inh
1	-12	-15	-8	10	-36
2	0	6	20	-14	4
3	11	3	0	-2	4
4	-9	3	3	8	-11
5	-12	-10	-32	4	2
6	-8	7	-5	-9	6
7	9	15	-8	0	-8
8	62*	-10	5	2	-44

Remaining list, next part.
no.	Compound	TRAIL sens C8	LMP1 NFkB inh	TLR9-MyD88 block	COUP-TFII inh	NOD2 RIPK2 PPI	TROY signal inh
9	Cc1ccccc1Nc1nc(N)nc(CN2CCN(Cc3ccc4c(c3)OCO4)CC2)n1	-9	8	3	10	-2	15
10	Cc1ccc(NC(=O)CN2CCN(CCN=CC3=C(O)CC(c4ccc(C)cc4)CC3=O)CC2)cc1 (stereo not drawn)	-17	8	3	7	-10	-3
11	Cc1ccc(C(=O)NC(=S)N2CCN(C)CC2)cc1	-11	-4	5	-35	10	-8
12	C/C(=N\NC(=O)c1ccncc1)c1cccc(NC(=O)c2ccc(Cl)s2)c1	12	0	-5	-8	-11	-16
13	CCN(CC)c1ccc(C=Nc2ccc(C)cc2)c(O)c1	1	0	4	-11	-20	-15
14	CCC1(c2ccccc2)NC(=O)N(CC(=O)NCCN2C(=O)S/C(=C\c3cccnc3)C2=O)C1=O (stereo not drawn)	-10	4	-5	0	-5	-12
15	COc1ccc(C(=O)NNC(=O)C(NC(=O)c2ccccc2NC(=O)c2ccco2)C(C)C)cc1 (stereo not drawn)	0	12	3	7	-6	4
16	CCOC(=O)c1cnc(-n2nc(C)cc2C)nc1N(C)C	50*	0	-7	-43	-9	-36

no.	TWEAK Fn14 block	LRH-1 inv ag	SRC2 inh	SRC1 inh	NCOA3 inh
9	-1	2	12	9	17
10	1	-1	-7	6	10
11	-23	0	4	0	19
12	-9	-46	-53	-49	-47
13	-12	0	9	4	1
14	-8	-2	-8	0	4
15	-17	-11	18	1	0
16	3	-119	-71	-67	-63

(more compounds)
no.	Compound	TRAIL sens C8	LMP1 NFkB inh	TLR9-MyD88 block	COUP-TFII inh	NOD2 RIPK2 PPI	TROY signal inh
17	Cc1ccc(/C=C(/C#N)C(=O)NC(C)c2ccccc2)o1 (stereo not drawn)	0	0	-1	8	-1	11
18	Nc1cc(Cl)nc(N/N=C/c2c(O)ccc3ccccc23)n1	34	12	1	-31	1	-40
19	CCn1nnnc1SCC(=O)c1cc(Cl)ccc1OC	-2	-23	-2	-4	2	-2
20	Cc1ccc(CSc2nnc(NC(=O)Cn3cnc4ccccc4c3=O)s2)cc1	3	-3	-7	-10	-4	-6
21	O=C(c1cccnc1)N1CCN(Cc2ccc3c(c2)OCO3)CC1	4	3	-4	-10	-4	-18
22	CCCCN(CC)Cc1ccc(CNC(=O)Nc2ccc(OC)cc2OC)o1	-3	-8	-5	0	0	16
23	O=C(NCCC1CCCCN1S(=O)(=O)c1cccs1)C(=O)Nc1ccc(F)cc1F (stereo not drawn)	22	1	-6	9	-1	2
24	CC(=O)N/C(=C\c1ccccc1)C(=O)Nc1ccc(O)cc1	-9	6	-11	-14	-8	-63

no.	TWEAK Fn14 block	LRH-1 inv ag	SRC2 inh	SRC1 inh	NCOA3 inh
17	6	8	10	1	23
18	2	-121	-60	-78	-66
19	-11	-5	24	-1	8
20	-3	7	-19	-5	-24
21	-3	8	-5	1	30
22	16	-4	-9	0	18
23	13	19	-16	-10	18
24	-3	-6	-13	-16	-8

Sorted by formula weight (rising): some entries from above.
no.	Compound	TRAIL sens C8	LMP1 NFkB inh	TLR9-MyD88 block	COUP-TFII inh	NOD2 RIPK2 PPI	TROY signal inh
17	Cc1ccc(/C=C(/C#N)C(=O)NC(C)c2ccccc2)o1 (stereo not drawn)	0	0	-1	8	-1	11
16	CCOC(=O)c1cnc(-n2nc(C)cc2C)nc1N(C)C	50*	0	-7	-43	-9	-36
18	Nc1cc(Cl)nc(N/N=C/c2c(O)ccc3ccccc23)n1	34	12	1	-31	1	-40
21	O=C(c1cccnc1)N1CCN(Cc2ccc3c(c2)OCO3)CC1	4	3	-4	-10	-4	-18
22	CCCCN(CC)Cc1ccc(CNC(=O)Nc2ccc(OC)cc2OC)o1	-3	-8	-5	0	0	16
20	Cc1ccc(CSc2nnc(NC(=O)Cn3cnc4ccccc4c3=O)s2)cc1	3	-3	-7	-10	-4	-6
23	O=C(NCCC1CCCCN1S(=O)(=O)c1cccs1)C(=O)Nc1ccc(F)cc1F (stereo not drawn)	22	1	-6	9	-1	2
14	CCC1(c2ccccc2)NC(=O)N(CC(=O)NCCN2C(=O)S/C(=C\c3cccnc3)C2=O)C1=O (stereo not drawn)	-10	4	-5	0	-5	-12

no.	TWEAK Fn14 block	LRH-1 inv ag	SRC2 inh	SRC1 inh	NCOA3 inh
17	6	8	10	1	23
16	3	-119	-71	-67	-63
18	2	-121	-60	-78	-66
21	-3	8	-5	1	30
22	16	-4	-9	0	18
20	-3	7	-19	-5	-24
23	13	19	-16	-10	18
14	-8	-2	-8	0	4

Next entries follow.
no.	Compound	TRAIL sens C8	LMP1 NFkB inh	TLR9-MyD88 block	COUP-TFII inh	NOD2 RIPK2 PPI	TROY signal inh
25	CCOc1ccc2nc(Cl)c(C3CC(c4ccccc4)=NN3C(=O)c3cccs3)cc2c1 (stereo not drawn)	-4	1	-7	1	-1	1
26	CCn1cc(CN2CCC(n3nccc3NC(=O)c3ccc4c(c3)OCO4)CC2)c(C)n1	5	-6	-2	19	-1	23
27	CC(=O)Nc1ccc(NC(=O)C(C)OC(=O)/C=C/c2cnc3ccccc3n2)cc1 (stereo not drawn)	7	-24	4	4	-2	-8
28	CCc1cc(=O)oc2cc(O[C@@H]3O[C@H](CO)[C@@H](O)[C@H](O)[C@H]3O)c(Cl)cc12	1	nt	-6	22	2	7
29	Cc1cccc(C(=O)OCCN2CCOCC2)c1	3	-2	-7	-11	-3	-22
30	COc1cc(/C=N/NC(=O)c2cc(-c3cccc(OC(C)C)c3)nc3ccccc23)ccc1O	53*	9	-3	-72	15	2
31	CCOCCCn1c(=S)[nH]c2cc(C(=O)NCC(OC)OC)ccc2c1=O	4	-7	11	14	0	1
32	O=C(NCC(=O)N1CCN(C/C=C/c2ccccc2)CC1)c1ccc(OC(F)F)cc1	-6	-2	1	18	3	-13

no.	TWEAK Fn14 block	LRH-1 inv ag	SRC2 inh	SRC1 inh	NCOA3 inh
25	-7	-30	3	-5	11
26	11	-2	-11	-10	-14
27	24	-13	-4	-13	-5
28	9	8	7	21	16
29	6	-11	-22	-14	2
30	15	-36	-18	-34	-88
31	0	2	-2	10	2
32	5	14	-2	6	9

The results go on:
no.	Compound	TRAIL sens C8	LMP1 NFkB inh	TLR9-MyD88 block	COUP-TFII inh	NOD2 RIPK2 PPI	TROY signal inh
33	CSc1ccc(NC(=O)C2(C)CCN2C(=O)c2ccccc2CCc2ccccc2)cc1 (stereo not drawn)	24	nt	nt	2	4	1
34	Cc1ccc(-c2c(C#N)c(N)n(-c3ccccc3C)c(=O)c2C#N)cc1	7	nt	nt	11	-2	-18
35	CN(CC(=O)Nc1ccc(Cl)cc1)C(=O)c1cccc(S(=O)(=O)N(C)C)c1	-1	1	7	1	-4	-9
36	O=C(COC(=O)c1ccc(F)cc1F)Nc1ccc2[nH]c(=O)[nH]c2c1	10	-2	-9	3	-2	3
37	COc1ccc2[nH]c3c(c2c1)CC(C)NC3=O (stereo not drawn)	0	28	4	32	11	50
38	CC(C)CN(CC(C)C)C(=O)CN1c2cccc3cccc(c23)S1(=O)=O	-12	-2	0	-4	-8	-9
39	CCCn1c2c(c(O)c(C(=O)NCc3ccccc3)c1=O)CCCC2	7	0	-14	18	-12	-3
40	O=C(NCC1CCCO1)C(=O)N/N=C/c1c(F)cccc1Cl (stereo not drawn)	1	-2	-1	0	-3	6

no.	TWEAK Fn14 block	LRH-1 inv ag	SRC2 inh	SRC1 inh	NCOA3 inh
33	0	12	14	0	-7
34	-5	14	10	-45	-16
35	-7	7	1	24	19
36	-2	12	-4	2	10
37	71*	37	36	66*	52
38	-12	6	12	-41	7
39	29	9	5	1	21
40	-2	3	-2	-6	7

Going on with the list:
no.	Compound	TRAIL sens C8	LMP1 NFkB inh	TLR9-MyD88 block	COUP-TFII inh	NOD2 RIPK2 PPI	TROY signal inh
41	Cc1ccc(S(=O)(=O)N2CCCCC2)cc1NC(=O)COC(=O)c1cccn1C	10	-7	-3	11	-1	6
42	CCN(c1ccccc1)S(=O)(=O)c1ccc(OC)c(NC(=O)c2ccc(=O)[nH]c2)c1	-8	5	-1	-4	-13	-3
43	COc1ccccc1NC(=O)c1cc2ccccc2o1	-2	-46	-4	-19	-6	-70
44	COC(=O)C1(C)CCCC2(C)C1CCC13OCC(CC21)C(O)(C(C)C)C3O (stereo not drawn)	9	1	12	1	1	-9
45	O=C(c1ccc2nc[nH]c2c1)N1CCN(S(=O)(=O)c2cccc(Cl)c2)CC1	0	3	-5	-8	-1	-1
46	CCN1CCN(c2nc3c(C)cccn3c(=O)c2/C=C(\C#N)S(=O)(=O)c2ccc(C)cc2)CC1	-4	-5	4	-20	-4	22
47	COCCCNC(=O)CNC(=S)N(Cc1ccccc1)Cc1cccnc1	-1	-9	-8	-2	-1	-2
48	Cc1cc2nc(-c3ccc(SCc4ccccc4C#N)nc3)[nH]c2cc1C	17	-8	-8	-13	-18	64*
49	Cn1c(=NC(=O)c2ccccc2[N+](=O)[O-])sc2cc(S(C)(=O)=O)ccc21	36	-2	-6	-55	6	7
50	CCOc1ccc(-n2c(C)cc(/C=C3/C(=N)N4C(=NC3=O)SN=C4S(C)(=O)=O)c2C)cc1	-7	3	2	7	-6	-3
51	O=C(CSc1cn(Cc2ccccc2)c2ccccc12)Nc1nccs1	-25	-113	-12	-52	-11	-31

no.	TWEAK Fn14 block	LRH-1 inv ag	SRC2 inh	SRC1 inh	NCOA3 inh
41	5	-2	4	-10	7
42	0	20	0	-17	9
43	-33	-80	-50	-115	-99
44	-4	4	-5	-3	-1
45	16	1	-21	-3	5
46	1	3	-5	-4	7
47	-1	9	20	11	15
48	58*	-36	-27	-38	5
49	51*	-170	-49	-138	-82
50	-1	-8	16	10	0
51	-5	-114	-60	-94	-107
